EPAC1 agonist = activates human EPAC1 exchange factor. 360,000 compounds, 0.073% hits. Potency, µM (highest dose often 154 µM), for the others: at the highest dose activation, usual class: activators. O95398. AID 720707. EPAC1 agonist qHTS, biochemical assay; response scale: 100% = response to 6.5 mM cAMP; further: potency means the concentration at half of the fitted maximal effect; nearly all actives have a fitted effect of over 60% in size
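Read-out is the fluorescence drop as BODIPY-GDP leaves Rap1B (480 nm excitation, 540 nm emission), recorded every 5 minutes over 30 minutes. Reactions held 100 nM EPAC1, 250 nM Rap1B–BODIPY-GDP and 50 uM GDP, with 6.5 mM cAMP setting full activation.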
GLP1R cytotox = cytotoxicity counter-screen for GLP-1 receptor inverse agonists | HEK293 cAMP-luciferase reporter cells, luminescence, 24 h | Potency, µM (top dose mostly 38.3 µM), for inactives: at the highest dose activity change, negative = inhibition, hits mostly inhibitors | 410,000 compounds, 0.13% hits;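 further: loss of luciferase light is scored as toxicity; potency means the concentration at half of the fitted maximal effect; on the % scale 0 is the no-effect control and ±100 the full control effect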
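Step one: seed cells (200 cells/uL, DMEM with 10% Nu serum, 1% pen-strep). Step two: 12-hour incubation at 37 deg C. Step three: pin 23 nL compound, incubate 24 hr. Step four: add luciferase reagent, read luminescence 12 min later.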
EPAC1 antagonist = EPAC1 (human) antagonism. 360,000 compounds, 0.14% hits. EPAC1 GEF assay, Rap1b-BODIPY-GDP exchange fluorescence. O95398. Potency, µM (doses to about 115 µM), without a hit: at the highest dose activity change, negative = inhibition, usual class: inhibitors. AID 720709;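 further: potency means the concentration at half of the fitted maximal effect; plate controls were vehicle for no effect and positive control for full effect; nearly all actives have a fitted effect of over 50% in size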
IL2 activator = activates IL-2 in a cell-based reporter assay | IL-2 activation reporter assay, cell-based qHTS; stimulated with anti-CD3/CD4/CD28 beads; in transgenic mouse T cells | activation, % (series mostly up to about 46 µM) | 360,000 compounds, 0.065% hits | AID 652025; in the data active means activation above about 50%; inconclusive means mostly about 30% to 49%; further: 0% is about no effect
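First, unstimulated transgenic mouse T cells were exposed to compound for 60 min. Next, anti-CD3/anti-CD4-coated beads with anti-CD28 were added. Finally, after 18 h at 37 degrees C, EGFP and DsRed were imaged.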
GLP-1R inv ag = GLP-1 receptor (human) inverse agonism | P43220 | HEK293 GLP-1R CRE-luciferase, luminescence, 24 h; GLP-1R form is constitutively active | Potency, µM (highest dose often 38.3 µM), inactives show top-dose activity change, negative = inhibition, hits mostly inhibitors | 410,000 compounds, 1.6% hits | AID 624417; further: potency means the concentration at half of the fitted maximal effect; on the % scale 0 is the no-effect control and ±100 the full control effect; nearly all actives have a fitted effect of over 55% in size
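Using stably transfected HEK293 (constitutively active GLP-1R, cAMP-luciferase reporter), compounds were incubated 24 hr and luciferase measured by luminescence.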
PI5P4Ka inh = blocks human PI5P4K alpha kinase activity | P48426 | PI5P4Kalpha enzyme, ADP-Glo luminescence, 60 min; stronger effect = lower value | max response, % | 330,000 compounds, 1.2% hits | AID 652105; active means max response of -50% or lower; inconclusive means between -30% and -50%; inactive means -30% or higher; further: value at the top dose of about 77 µM; on the % scale 0 is the no-effect control and ±100 the full control effect
Target sequence (P48426 whole entry, looked up): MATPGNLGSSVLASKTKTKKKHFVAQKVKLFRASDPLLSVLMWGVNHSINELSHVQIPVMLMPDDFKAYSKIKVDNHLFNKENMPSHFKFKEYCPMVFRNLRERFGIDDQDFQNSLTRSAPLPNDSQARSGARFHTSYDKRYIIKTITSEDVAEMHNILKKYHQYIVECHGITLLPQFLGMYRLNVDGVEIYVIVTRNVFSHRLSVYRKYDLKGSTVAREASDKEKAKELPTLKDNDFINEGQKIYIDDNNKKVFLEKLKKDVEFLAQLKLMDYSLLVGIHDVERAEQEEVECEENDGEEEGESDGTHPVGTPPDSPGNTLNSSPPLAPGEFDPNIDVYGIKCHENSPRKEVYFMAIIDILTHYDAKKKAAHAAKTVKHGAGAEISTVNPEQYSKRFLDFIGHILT
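ADP-Glo luminescence end-point read after a 60 min room-temperature kinase reaction of PI5P4Kalpha plus substrate, initiated with ATP at 5 microM final. Buffer: 0.038 M HEPES pH 7.4, EGTA, 0.1% CHAPS, 5% DMSO.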
PTHR1 agonist = PTHR1 (human) receptor agonism; HEK293 GP2 PTHR1 cells, GloSensor cAMP luminescence, 1 h; Potency, µM (titrated, usually from 115 µM), without a hit: at the top dose activation, usual class: activators; 410,000 compounds, 0.075% hits; AID 743266; further: potency means the concentration at half of the fitted maximal effect; nearly all actives have a fitted effect of over 55% in size; some results filed as inactive show a strong effect at the top dose; inactives centre near -15; many of its hits are not listed in these tables
Target sequence (Q03431 whole entry, looked up): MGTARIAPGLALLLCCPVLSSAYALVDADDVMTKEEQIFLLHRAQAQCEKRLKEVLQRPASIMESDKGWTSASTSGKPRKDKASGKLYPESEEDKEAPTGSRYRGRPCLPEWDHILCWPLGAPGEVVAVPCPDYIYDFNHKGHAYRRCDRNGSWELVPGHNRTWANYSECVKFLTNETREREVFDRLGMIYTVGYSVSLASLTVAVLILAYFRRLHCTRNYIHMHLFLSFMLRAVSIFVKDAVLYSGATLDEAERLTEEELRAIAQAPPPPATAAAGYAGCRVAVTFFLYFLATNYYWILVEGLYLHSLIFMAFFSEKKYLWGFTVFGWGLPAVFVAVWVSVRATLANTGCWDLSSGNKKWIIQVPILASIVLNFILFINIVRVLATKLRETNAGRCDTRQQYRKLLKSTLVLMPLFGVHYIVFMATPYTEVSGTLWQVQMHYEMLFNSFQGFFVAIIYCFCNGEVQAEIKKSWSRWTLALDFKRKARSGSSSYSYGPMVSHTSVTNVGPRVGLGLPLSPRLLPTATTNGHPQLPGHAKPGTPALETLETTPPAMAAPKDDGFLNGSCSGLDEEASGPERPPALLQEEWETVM
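HEK-293-derived GP2 cells expressing PTHR1 and a GloSensor cAMP reporter, 3,000/well, plated overnight, given luciferin plus IBMX (each 0.5 mM as added) for 1 h at 37 °C, then compound for 1 h at 37 °C. Luminescence was read after 15 min at room temperature.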
GLP1R ag = activates the human GLP-1 receptor; P43220; HEK293 GLP-1R CRE-luciferase, luminescence, 4-6 h; cells express a hypersensitive GLP-1R form; Potency, µM (highest dose often 45.6 µM), inactives show top-dose activation, usual class: activators; 380,000 compounds, 0.007% hits; AID 624172; further: potency means the concentration at half of the fitted maximal effect; % of control where 0% means no effect
PLK1 PBD inh = inhibitors of human PLK1 polo-box domain binding; Potency, µM, for the others: max response, negative = inhibition, most hits filed as inhibitors; P53350; Plk1 PBD binding of FITC phosphopeptide, fluorescence polarization; 360,000 compounds, 2.8% hits; further: potency means the concentration at half of the fitted maximal effect; series mostly up to about 57 µM; on the % scale 0 is the no-effect control and ±100 the full control effect; nearly all actives have a fitted effect of over 65% in size
An asterisk follows results filed as active; i = inactive; ? = inconclusive; · = no result given; [ ] = another dose, or the depositor's remark. Unless noted, the call rests on the fitted dose curve; in most records, active means well fitted curve in the direction sought with a large enough effect; inconclusive means small, poorly fitted or top-dose-only effect, or another doubt; inactive means no such curve, though single readings can be large; an effect the other way counts as inactive or inconclusive. Some of the compounds tested; the hit share may differ from the screen's.

(1) CC(=O)Nc1ccc(Oc2nc(C(F)(F)F)nc3ccccc23)cc1
(2) O=C(CCc1nnc(-c2ccsc2)o1)N1CCCCC1CCn1ccnc1 (stereo not given)
(3) O=C(Nc1cccnc1Cl)c1ccc(=O)oc1
(4) CCOC(=O)NC(NC(=O)OCC)C(=O)c1ccc(F)cc1
(5) COc1cccc(CNC(=O)[C@@H]2CCCN2C(=O)[C@H]2CCCCN2C(=O)c2ccc(Cl)cc2)c1
(6) O=C(c1ccncc1)N1CCN(S(=O)(=O)c2ccc(OC(F)(F)F)cc2)CC1
(7) CCSc1nc(N)c(C#N)c(-c2ccccc2Cl)c1C#N
(8) N#CC(CO)(Cc1ccc(OC(F)F)cc1)c1nc2ccccc2[nH]1 (stereo not given)

screen / no.	1	2	3	4	5	6	7	8
EPAC1 agonist	5%	0%	-12%	7%	1%	7%	23%	-8%
GLP1R cytotox	-10%	-4%	-2%	-13%	-5%	-2%	-14%	-28%
EPAC1 antagonist	-8%	6%	21%	-4%	?	3%	2%	5%
IL2 activator	0.4	1.5	-3.4	-0.4	-0.3	-0.6	-0.7	-3.7
GLP-1R inv ag	12%	9%	3%	1%	-2%	-4%	?	-26%
PI5P4Ka inh	1	1	?	·	-1	?	·	13
PTHR1 agonist	-15%	i	26%	-6%[57.5 µM]	-24%	i	i	i
GLP1R ag	11%	8%	-1%	-1%	13%	0%	33%	1%
PLK1 PBD inh	-17%	-1%	-12%	-6%	-14%	-1%	-5%	2%

(9) CCn1nc(C(=O)N2CCc3ccccc3C2)c2ccccc2c1=O
(10) CS/C(=N\S(=O)(=O)c1cccs1)Nc1ccc(F)c(Cl)c1
(11) CCCn1c(=S)[nH]c2cc(C(=O)N3CCN(c4ccccc4OC)CC3)ccc2c1=O
(12) CCOc1ccccc1CNc1nc2ccccc2n1C
(13) COc1ccc(-n2nnnc2-c2cccnc2)cc1
(14) Cc1cc(C(=O)N/N=C/c2cc(Br)ccc2OC(=O)c2ccccc2)n[nH]1
(15) CCCCCCCC(=O)Nc1cc(C(=O)NCCC)ccc1N1CCC2(CC1)CC(c1cccc(Br)c1)=NO2
(16) CCOc1ccc(CSC2=NCCN2)cc1[N+](=O)[O-]

screen / no.	9	10	11	12	13	14	15	16
EPAC1 agonist	19%	8%	-2%	3%	6%	-8%	-23%	-1%
GLP1R cytotox	-1%	5%	5%	-16%	11%	-22%	10%	?
EPAC1 antagonist	0%	0%	-13%	-12%	-2%	-5%	-3%	12%
IL2 activator	0.5	-0.8	-0.7	-1.7	2.7	1.2	0.8	0.1
GLP-1R inv ag	24%	-27%	-1%	-11%	-18%	?	-9%	?
PI5P4Ka inh	2	6	·	-5	6	-1	-2	-3
PTHR1 agonist	-16%	-34%[inhibitor]	-9%[57.5 µM]	i	?	16%[57.5 µM]	i	-3%
GLP1R ag	0%	3%	-9%	-1%	15%	-21%	-2%	14%
PLK1 PBD inh	-12%	-19%	-10%	-7%	-5%	-12%	3%	-11%

(17) CCc1nc(CN2CCN(Cc3ccc(F)c(F)c3)C(CCO)C2)c(C)[nH]1 (stereo not given)
(18) COC(=O)C1=NN(C(C)=O)C2(CC(=O)N(c3cccc(C)c3)C2=O)C1 (stereo not given)
(19) COc1ccc2[nH]c(=O)c(CN(C(=O)NC3CCCCC3)C3CCCC3)cc2c1
(20) CSc1ccc(Cl)c(C(=O)NCCOc2cc(C(C)C)ccc2C)c1
(21) CN(C)C(=S)SCC(=O)Nc1ccc(Cl)cc1Cl
(22) CC(C)Oc1cc(N)c(Cl)cc1Cl
(23) Cc1nonc1-c1csc(N)n1
(24) O=C(NCc1ccccc1)c1cc2sccc2n1Cc1ccc(F)cc1

screen / no.	17	18	19	20	21	22	23	24
EPAC1 agonist	11%	2%	-8%	6%	-6%	0%	-4%	·
GLP1R cytotox	3%	8%	0%	3%	2%	-1%	5%[7.66 µM]	3%
EPAC1 antagonist	1%	-9%	19%	-13%	1%	-6%	18%	·
IL2 activator	-0.5	-1.9	-2.7	-3.7	1.1	1.2	1.1	·
GLP-1R inv ag	1%	10%	68%[activator]	11µM*	-2%	-1%	-5%[7.66 µM]	10µM*
PI5P4Ka inh	2	-5	·	·	11	10	0	·
PTHR1 agonist	-18%	i	i	i	-9%	-14%	-4%	-35%
GLP1R ag	8%	7%	11%	-3%	9%	7%	0%	-3%
PLK1 PBD inh	-12%	-9%	-7%	-28%	?	-4%	4%	·

(25) C=CCn1c(C)cc(C(=O)Cn2c(C(C)O)nc3ccccc32)c1C (stereo not given)
(26) O=S(=O)(c1cccc(F)c1)N1CCN(C(=S)NCC2CCCO2)CC1 (stereo not given)
(27) CC1CC1C(=O)OCC(=O)N(C)CC(=O)Nc1ccc(F)cc1 (stereo not given)
(28) COc1ccc(CC(=O)N2CCN(c3ccccn3)CC2)cc1
(29) CC(C)OP(=O)(c1ccc(N(C)C)cc1)C(O)c1cccnc1 (stereo not given)
(30) CCOc1ccc2nc(-c3ccc(OC)c(OC)c3)cc(C(=O)O)c2c1
(31) O=C(C/C=N\OCc1ccc(Cl)cc1Cl)Nc1ccccc1
(32) O=C(CN1C(=O)C2(SCC(=O)N2c2ccc(F)c(F)c2)c2ccccc21)Nc1ccccc1F (stereo not given)

screen / no.	25	26	27	28	29	30	31	32
EPAC1 agonist	-4%	11%	11%	19%	5%	-1%	5%	·
GLP1R cytotox	7%	-1%	-14%	-16%	13%	7%	0%	-2%
EPAC1 antagonist	-1%	-5%	-24%	0%	-14%	2%	-8%	·
IL2 activator	-3.1	-4.0	-0.2	0.8	-0.6	-0.4	-0.2	·
GLP-1R inv ag	?	-7%	8%	2%	-4%	10%	-17%	-2%
PI5P4Ka inh	9	1	2	0	2	-12	5	·
PTHR1 agonist	-24%	i	i	-14%	i	i	i	i
GLP1R ag	2%	-7%	-2%	-9%	-1%	-1%	8%	2%
PLK1 PBD inh	-2%	-1%	-7%	-10%	-11%	2%	-17%	·

(33) COC(=O)[C@@H]1C[C@@]2(O)[C@H](O)[C@H](O)[C@H](O)C[C@H]2N1Cc1cccc2ccccc12
(34) NS(=O)(=O)c1ccc2nc(NC(=O)C3CCCO3)sc2c1 (stereo not given)
(35) CCOC(=O)[C@H]1[C@H]2COc3ccc(Cl)cc3[C@@H]2N2C(=O)[C@@H](C)NC(=O)[C@@]12C
(36) Cc1ccc(NC(=O)COC(=O)c2cc(=O)c3cc(F)ccc3o2)cc1
(37) CN(c1ccccc1)c1ccc(/C=C(\CCC(=O)O)c2nc3ccccc3s2)cc1[N+](=O)[O-]
(38) CC(=O)N1CCN(C(=O)COC(=O)CNC(=O)c2ccc(C)cc2)CC1
(39) CCOC(=O)CC1C(=O)NCCN1C(=O)c1c(Cl)cccc1Cl (stereo not given)
(40) CCOCc1cnc(C)nc1NCC(=O)c1c(C)n(C)c2ccc(OC)cc12

screen / no.	33	34	35	36	37	38	39	40
EPAC1 agonist	-23%	-4%	5%	15%	15%	-7%	-3%	1%
GLP1R cytotox	3%	-5%	-1%	4%	-27%	5%	-11%	-7%
EPAC1 antagonist	12%	14%	-12%	4%	?	9%	4%	3%
IL2 activator	-0.4	-2.1	-1.6	-1.0	2.5	-0.2	0.1	-4.5
GLP-1R inv ag	20%	41%[activator]	9%	7%	?	9%	-10%	0%
PI5P4Ka inh	-3	-27	-1	-1	?	-3	0	-5
PTHR1 agonist	-24%	i	-17%	i	-1%	-4%	i	i
GLP1R ag	3%	6%	2%	0%	-11%	0%	2%	0%
PLK1 PBD inh	-3%	-5%	-17%	3%	24µM*	-9%	0%	-2%

(41) O=c1[nH]c2ccccc2cc1CN(Cc1cccnc1)S(=O)(=O)c1ccc(Cl)cc1
(42) Cn1c(=O)[nH]c(=O)c2c1nc(OC(=O)c1ccccc1)n2CC(O)COc1ccccc1 (stereo not given)
(43) Nc1ccccc1OCCOCCOc1ccccc1N
(44) O=C(Nc1cccc(NC(=O)c2cccs2)c1)c1ccco1
(45) CC(=NNC(=S)Nc1cccc(C)c1)c1ccccn1
(46) Cc1nn(C)cc1CN(C)C(=O)c1cc(COc2ccc(F)cc2F)on1
(47) N/C(Cc1ccc(Cl)cc1)=N\OC(=O)Cc1ccc([N+](=O)[O-])cc1
(48) O=C(NCCS(=O)(=O)N1CCN(c2ccccc2F)CC1)c1ccc2c(c1)OCO2
(49) CC(=O)N(/N=C1/C(=O)Nc2ccccc21)c1ccccc1

screen / no.	41	42	43	44	45	46	47	48	49
EPAC1 agonist	1%	-14%	0%	10%	5%	4%	2%	3%	-774%[inhibitor]
GLP1R cytotox	-5%	-2%	-2%	-7%	-69%	11%	-13%	14%	19%
EPAC1 antagonist	-21%	10%	?	-3%	-27%	0%	-4%	-15%	?
IL2 activator	0.4	2.7	-0.7	0.1	-0.3	-1.8	-2.8	-1.5	0.4
GLP-1R inv ag	-18%	-4%	?	8%	?	51%[activator]	?	-18%	34%
PI5P4Ka inh	2	-13	2	·	-24	-4	1	0	15
PTHR1 agonist	-26%	28%[57.5 µM]	-56%[inhibitor]	-9%[57.5 µM]	-51%[inhibitor]	-19%	i	-13%	i
GLP1R ag	11%	-6%	-7%	3%	-4%	1%	-10%	-5%	4%
PLK1 PBD inh	-4%	-2%	-1%	-4%	?	0%	-1%	2%	?

Source: PubChem (National Center for Advancing Translational Sciences (NCATS))
